# PhoP inhibition: PhoP-dependent GFP reporter repression – Salmonella Typhimurium, primary screen (AID 1863). S. Typhimurium PhoP-regulated promoter GFP reporter, 4 h; higher % means a stronger effect. inhibition, % at 50 µM; hits with a dose series show IC50 in µM. 300,000 tested, 0.16% active;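 active = inhibition over 29.93%, a cutoff 3 SD above the screen mean, later confirmed by dose response; inconclusive = inhibition over 29.93% but no dose response follow-up; inactive = inhibition at most 29.93% or unconfirmed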;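 note: 0% = low Mg2+ inducing control and 100% = high Mg2+ repressing control; strong numbers were not always called active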
# TNAP activation fold: stimulation of alkaline phosphatase TNAP activity – biochemical, luminescent, no phosphate acceptor, uHTS, primary screen (AID 1001); 200,000 tested, 0.03% active; purified TNAP, luminescent activation assay, no phosphate acceptor; higher activation fold means a stronger effect; activation fold at 20 µM; hits with a dose series show EC50 in µM; in the data active = activation fold from about 3, or a potency from the dose series; inactive = the rest, 99 in 100 with activation fold below about 1.6; note: many of its hits are not listed in these tables
# SV40 large T antigen: SV40 large T antigen inhibitors, biochemical (AID 1903); SV40 large T antigen ATPase/helicase inhibition assay; higher % means a stronger effect; inhibition, % at 20 µM; hits with a dose series show IC50 in µM; 310,000 tested, 0.39% active; in the data active = a potency from the dose series; inconclusive = inhibition mostly from about 32% at the one dose, without a potency; inactive = the rest, 99 in 100 with inhibition below about 32%; note: strong numbers were not always called active
# human PMI inhibitors: MPI inhibition at elevated mannose 6-phosphate – biochemical, fluorescence intensity, high mannose 6-phosphate, primary screen (AID 1220) | inhibition, % at 20 µM, or IC50 in µM where a hit was titrated | recombinant PMI enzyme, coupled fluorescence intensity; higher % means a stronger effect | 190,000 tested, 0.66% active
# RSV antiviral HEp-2: RSV antiviral activity via CPE protection, HEp-2 cells, primary 10 µM value included (AID 2391); CPE inhibition, % at 10 µM; hits with a dose series show IC50 in µM; HEp-2 cells, RSV-induced CPE inhibition; higher % means a stronger effect; 310,000 tested, 0.13% active; in the data active = a potency from the dose series; inconclusive = CPE inhibition mostly from about 23% at the one dose, without a potency; inactive = the rest, 99 in 100 with CPE inhibition below about 21%; note: strong numbers were not always called active
# West Nile antiviral: inhibition of WNV-induced cytopathic effect – cell-based, CPE readout (AID 1621). West Nile virus-infected cells, CPE inhibition; higher % means a stronger effect. CPE inhibition, % at 10 µM; hits with a dose series show IC50 in µM. 290,000 tested, 0.02% active; in the data active = a potency from the dose series; inconclusive = CPE inhibition mostly from about 3.7% at the one dose, without a potency; inactive = the rest, 99 in 100 with CPE inhibition below about 2.2%; note: strong numbers were not always called active
# PMI inhibitors: inhibitors of human PMI, primary screen, biochemical, fluorescence intensity, coupled assay (AID 1209) | purified PMI enzyme, coupled fluorescence intensity; higher % means a stronger effect | inhibition, % at 20 µM; hits with a dose series show IC50 in µM | 190,000 tested, 0.42% active;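 note: plate controls were DMSO vehicle for no effect and wells lacking substrate for full effect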
# ER stress rescue: protection against thapsigargin-triggered cell killing – 384-well, CSM14.1, ATP luminescence, primary screen (AID 1222). CSM14.1 thapsigargin-induced death rescue, ATP luminescence; higher % means a stronger effect. cellular ATP content (survival), % at 20 µM, or EC50 in µM where a hit was titrated. 190,000 tested, under 10 active;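 active = EC50 below 50 µM in the dose-response confirmation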;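 note: death triggered by thapsigargin at about 15 µM added after 2 h compound pretreatment; cell ATP read after overnight thapsigargin exposure of roughly 18 to 22 hours; normalized against plate controls of thapsigargin alone and 5% DMSO vehicle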
# Insulin prom up: MIN6 insulin promoter up-regulation; MIN6 insulin promoter-GFP reporter, high-content imaging; stronger effect = higher value; z-score at 5 µM; 190,000 tested, 0.3% active; AID 1625;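 active = z-score above 3 at 5 µM with at least 500 cells counted in the well; inconclusive = wells under 500 cells, flagged as cytotoxic or low count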
# Insulin prom up cell count: also measured in Insulin prom up; calls as there; cell count; measured here: cytotoxicity, nuclei count;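 total cells summed across four imaged fields per well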
# * marks the source's active call; other numbers are inactive results; u = inconclusive; x = no result given. Cut-off read from the data, not from the text of the source, unless noted: active = inhibition above about 50%; inactive = the rest.
SMILES,PhoP inhibition,TNAP activation fold,SV40 large T antigen,human PMI inhibitors,RSV antiviral HEp-2,West Nile antiviral,PMI inhibitors,ER stress rescue,Insulin prom up,Insulin prom up cell count
CCC1(C)Cc2c(sc(NC(=S)NC(=O)c3ccccc3)c2C#N)CO1 (centres undefined),-8%,0.9,3%,8%,6.4%,-0.1%,18%,-1.2%,-0.05,1371
Cc1cc(NC(=O)c2ccc3c(c2)OCO3)no1,8%,1.1,7%,8%,-0.2%,0.2%,6%,-4.3%,-1.1,1312
CCOc1cc(/C=C2\SC(=Nc3ccc(CC)cc3)NC2=O)ccc1OCC(=O)O,-5%,x,37%,x,0.9%,0.3%,x,x,x,x
CN1C(=O)CC(N2CCN(CC(=O)N3CCCC3)CC2)C1=O (centres undefined),-8%,1.1,1%,5%,1.2%,-0.1%,2%,1.8%,-0.06,1183
O=C(NCc1cccnc1)c1cc2nc(-c3ccc4c(c3)OCO4)cc(C(F)(F)F)n2n1,-1%,1.1,3%,15%,0.9%,0.5%,12%,-0.8%,-0.94,1490
O=C(CSc1nnc(CNC(=O)c2cccs2)o1)Nc1ccc(F)cc1F,10%,x,8%,x,-0.6%,0.4%,x,x,x,x
C[C@H](NC(=O)c1nc[nH]c1C(=O)NC1CCN(C(=O)OC(C)(C)C)CC1)C(=O)OC(C)(C)C,-8%,1.1,1%,-4%,1.9%,x,4%,2.7%,1.8,1353
COc1ccccc1NC(=S)N1CCC(C(=O)c2ccc(F)cc2)CC1,-8%,1.1,4%,3%,5.5%,-1.1%,1%,-1.0%,0.02,1244
N#CC1=C(N)C2=CCCC[C@H]2[C@H](c2cccc(F)c2)C1(C#N)C#N,-12%,1.1,15%,-18%,11%,-0.6%,-13%,1.5%,-0.01,1492
Cc1cc(/C=N/NC(=O)c2ccsc2)c(C)n1-c1cnccn1,-2%,1.1,17%,1%,3.1%,-0.9%,-12%,-1.8%,0.21,1473
Cc1cc(C)c(/C=N/NC(=O)c2nnn(-c3nonc3N)c2COc2ccc(F)cc2)c(C)c1,-8%,x,4%,x,0.8%,-0.6%,x,x,x,x
Cn1c(SCc2ccc(Cl)cc2Cl)nc(C(F)(F)F)cc1=O,-14%,1,9%,-14%,-0.4%,x,-9%,-0.7%,-1.1,1268
COc1ccc(CCN(C(=O)C(F)(F)F)C(C(=O)NC2CCCCC2)c2ccc(C)s2)cc1OC (centres undefined),-7%,1.2,3%,13%,-1.5%,-0.5%,14%,-0.6%,-0.71,1919
O=C(c1ccc2c(c1)OCCO2)N1CCN(c2ccccn2)CC1,9%,x,3%,x,0.8%,0.4%,x,x,x,x
CC1=NN(C(=O)COc2ccccc2)C(O)(c2ccccc2)C1 (centres undefined),2%,1,5%,0%,1.4%,-1.0%,10%,-2.5%,0.21,1387
CCOC(=O)C1CCN(Cc2ccc(O)c3ncccc23)CC1,6%,1.1,4%,x,14%,0.0%,67%*,0.1%,u,x
O=C(CSc1nc2ccccc2c(=O)[nH]1)N1CCN(c2ccccc2)CC1,-8%,x,6%,x,1.1%,-0.3%,x,x,x,x
CC(=O)N1CCN(c2ccc(NC(=O)c3ccc(Cl)c(Cl)c3)cc2)CC1,6%,x,24%,x,6.1%,-0.9%,x,x,x,x
C=C(C)C1CC=C(C)/C(=N/Nc2ccccc2[N+](=O)[O-])C1 (centres undefined),0%,1,9%,3%,4.7%,-0.3%,10%,-1.9%,-0.26,1517
CCCc1nc2c(C)cc(C)cc2c(N)c1CC,13%,1.2,7%,6%,-0.2%,-0.5%,11%,-1.1%,-0.74,1913
Cn1c(=O)c2c(nc3n2CC(O)CN3c2ccc(O)cc2)n(C)c1=O (centres undefined),5%,x,u,x,0.6%,0.2%,x,x,x,x
O=c1c2ccccc2ncn1-c1ccc([N+](=O)[O-])cc1Cl,-3%,x,2%,x,0.5%,-1.2%,x,x,x,x
CC(=O)C1=C(C)NC(C)=C(C(C)=O)C1c1cccs1,8%,1.1,7%,3%,2.2%,0.5%,11%,x,0.05,1243
Cc1ccsc1/C=N/Nc1ncc(Cl)cc1Cl,-4%,1.7,-3%,-5%,u,1.0%,-7%,-3.4%,-0.61,638

# One compound at a time (already shown). Screens in order: PhoP inhibition | TNAP activation fold | SV40 large T antigen | human PMI inhibitors | RSV antiviral HEp-2 | West Nile antiviral | PMI inhibitors | ER stress rescue | Insulin prom up | Insulin prom up cell count
# O=C(c1ccc2c(c1)OCCO2)N1CCN(c2ccccn2)CC1 across the screens: 9% | x | 3% | x | 0.8% | 0.4% | x | x | x | x
# CC(=O)N1CCN(c2ccc(NC(=O)c3ccc(Cl)c(Cl)c3)cc2)CC1 across the screens: 6% | x | 24% | x | 6.1% | -0.9% | x | x | x | x

# Other compounds:
SMILES,PhoP inhibition,TNAP activation fold,SV40 large T antigen,human PMI inhibitors,RSV antiviral HEp-2,West Nile antiviral,PMI inhibitors,ER stress rescue,Insulin prom up,Insulin prom up cell count
CCN(C(=O)c1cn(C)c(=O)c2cc(OC)c(OC)cc12)c1cc(OC)ccc1OC,0%,1,2%,-1%,1.2%,-0.2%,-5%,-1.5%,0.55,1512
COc1ccc(CCNC(=O)CC2Oc3ccc(Cl)cc3NC2=O)cc1OC (centres undefined),0%,1.1,-3%,-7%,0.2%,-0.6%,-6%,-1.0%,0.42,835
Cc1ccc2c(c1)c(C1=NC(=S)NC1=O)c(O)n2C,5%,0.9,0%,-17%,-1.4%,-0.1%,-16%,-0.4%,-0.07,1087
CC1CCCCC1NC(=O)Cn1cccc1C(=O)c1ccccc1 (centres undefined),6%,x,2%,x,1.0%,-0.7%,x,x,x,x
COCCN(CCOC)c1ncnc2c1cnn2-c1ccc(Cl)cc1,0%,1,1%,19%,x,0.5%,16%,0.5%,0.01,1819
O=C(/C=C/c1cccs1)Nc1scc(-c2ccccc2)c1C(=O)O,-3%,1,10%,0%,x,0.5%,12%,-2.2%,-0.26,1096
Cc1ccc(-c2ccc(C(=O)O)[nH]2)cc1,-26%,1.1,16%,1%,7.8%,0.5%,-5%,-1.8%,1.4,1162
O=C(NCCc1csc(-c2cccnc2)n1)c1ccc(Br)o1,14%,1,9%,1%,2.5%,-0.1%,7%,1.5%,-0.21,1540
CCCCOc1ccc(C(=O)NNC(=O)C2C3CCC(C3)C2C(=O)O)cc1 (centres undefined),-1%,x,24%,x,8.1%,-1.2%,x,x,x,x
O=C(CCCSc1nc2ccccc2[nH]1)NCc1ccccc1Cl,1%,1,0%,4%,u,-1.1%,23%,0.5%,0.09,1475
COc1cc(/C=C/C(=O)OCC(=O)NCCN2C(=O)CSC2=O)ccc1OC(F)F,2%,1.1,10%,5%,-0.7%,0.0%,4%,0.2%,-0.05,1274
CC(=O)Nc1c2c(nn1-c1ccc(C)cc1C)CS(=O)C2 (centres undefined),7%,x,10%,x,-0.1%,0.1%,x,x,x,x

# In the list so far, four have an aryl thioether with sulfur outside any ring.
SMILES,PhoP inhibition,TNAP activation fold,SV40 large T antigen,human PMI inhibitors,RSV antiviral HEp-2,West Nile antiviral,PMI inhibitors,ER stress rescue,Insulin prom up,Insulin prom up cell count
O=C(CSc1nnc(CNC(=O)c2cccs2)o1)Nc1ccc(F)cc1F,10%,x,8%,x,-0.6%,0.4%,x,x,x,x
Cn1c(SCc2ccc(Cl)cc2Cl)nc(C(F)(F)F)cc1=O,-14%,1,9%,-14%,-0.4%,x,-9%,-0.7%,-1.1,1268
O=C(CSc1nc2ccccc2c(=O)[nH]1)N1CCN(c2ccccc2)CC1,-8%,x,6%,x,1.1%,-0.3%,x,x,x,x
O=C(CCCSc1nc2ccccc2[nH]1)NCc1ccccc1Cl,1%,1,0%,4%,u,-1.1%,23%,0.5%,0.09,1475

# Going on with the list.
SMILES,PhoP inhibition,TNAP activation fold,SV40 large T antigen,human PMI inhibitors,RSV antiviral HEp-2,West Nile antiviral,PMI inhibitors,ER stress rescue,Insulin prom up,Insulin prom up cell count
O=S(=O)(NCCC1CC1(Cl)Cl)c1ccccc1 (centres undefined),-10%,x,6%,x,x,-0.6%,x,x,-0.21,1090
CCCn1nnc(NC(=O)C(c2ccccc2)c2ccccc2)n1,4%,1,0%,-8%,3.7%,-1.1%,-16%,-2.2%,-0.27,1555
OC(COc1ccccc1)CN1CCN(CC(O)COc2ccccc2)CC1 (centres undefined),14%,1,6%,-27%,0.0%,-0.1%,-34%,-2.7%,-0.78,1309
N=c1sccn1CC(=O)Nc1cc(Cl)ccc1[N+](=O)[O-],4%,1,-4%,-11%,1.8%,0.0%,-14%,-2.0%,0.2,1188
Cc1cc(C)cc(NC(=O)CSc2nc(CSc3ccc(Cl)cc3)cc(=O)[nH]2)c1,-2%,x,-2%,x,2.1%,0.6%,x,x,0.88,1185
Cc1cc(NCc2ccncc2)ccc1Br,5%,1.1,4%,-5%,2.4%,-0.9%,-17%,1.0%,0.7,1488
COc1cc(C(=O)O[C@H]2C/C(C)=C/CC[C@@]3(C)O[C@@H]3[C@H](O)[C@@H]2C(C)C)cc(OC)c1OC,1%,x,1%,x,2.2%,0.4%,x,x,x,x
COc1ccccc1C(=O)N1C(CC(=O)Nc2cc(Cl)ccc2C)C(=O)NC2CCCCC21 (centres undefined),-3%,1,5%,-3%,-0.3%,0.6%,-2%,-3.0%,0.42,838
Cc1ccccc1/C=C1\OC(=O)c2ccccc21,1%,1.1,2%,-2%,1.0%,0.1%,-2%,3.2%,0.04,1501
O=C(CCCN1C(=O)/C(=C\c2ccco2)SC1=S)Nc1ccc2ccccc2c1,-7%,0.8,18%,-8%,5.3%,-0.6%,-8%,0.4%,0.35,1375
CC(=O)Nc1ccc(NC(=O)C2CCCN(S(=O)(=O)c3ccc(Cl)cc3)C2)cc1 (centres undefined),-5%,x,23%,x,1.4%,-0.2%,x,x,x,x
COCCN(C(=O)c1snc(C(N)=O)c1N)C(C(=O)NC1CCCCC1)c1ccc(N(C)C)cc1 (centres undefined),2%,x,-2%,x,1.6%,-0.7%,x,x,x,x
COc1ccc(C(=O)CSc2nnc(-c3cc4ccccc4cc3O)n2Cc2ccco2)cc1,-4%,1.2,14%,-4%,14%,0.2%,-4%,2.1%,0.56,1090
COCCCNC(=O)C(=O)N/N=C/c1ccc(OCC(=O)Nc2cccc(Cl)c2C)c(OC)c1,-1%,1.1,11%,4%,4.5%,0.1%,5%,-0.4%,-0.11,1638
CC(C)[C@H](NC(=O)OCc1ccccc1)C(=O)OCC(=O)Nc1c(F)cccc1F,3%,1,-8%,2%,3.5%,1.6%,10%,-1.8%,-0.12,1479
Cc1ccc([N+](=O)[O-])cc1NC(=O)CN1CCCCC1,17%,1.1,5%,-3%,1.1%,-0.3%,0%,-0.4%,0.05,1673
O=C(Nc1ccc(Cl)cc1)N1CCC(CO)(Cc2ccccc2)CC1,-8%,1.1,25%,15%,8.2%,-0.4%,14%,-0.8%,-0.24,1424
COc1cc(CN2C(=S)NC(C)(C)CC2(C)O)cc(OC)c1 (centres undefined),-7%,1,13%,16%,0.9%,-1.4%,11%,-0.9%,0.43,1303
CCS(=O)(=O)CCSc1nc(C)cc(C)n1,-1%,1.1,5%,-1%,0.9%,0.1%,-7%,-1.2%,0.44,1346
